MrgX1 antag: antagonists of human MrgX1 receptor, primary screen, HEK293 cells, Fluo-4 calcium flux; B-score at 10 µM; BAM8-22 antagonism; stronger effect = lower value; Mas-related G-protein coupled receptor member X1 (Homo sapiens), Q96LB2; 310,000 compounds, 1.3% hits; AID 588676, 2011;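 active = calcium-response B-score plate-corrected more than 3 library SD below zero, starting fluorescence within 5 deviations, no agonist response on first addition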;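 note: peak minus trough fluorescence over baseline after final BAM8-22 challenge near maximal dose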
HIF act: HIF pathway transcriptional activators, primary screen, cell-based, U2OS HRE-luciferase, luminescence; U2OS HRE-luciferase reporter; normalized: DMSO 0%, desferrioxamine 100%; activation, % at 7.5 µM (by protocol); 300,000 compounds, 0.32% hits; AID 1910, 2009;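 active = mean activation of at least 10% of the iron chelator positive control signal, with at least half of replicates also reaching 10%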
TRPC6 inh: mouse TRPC6 channel inhibitors, primary screen, cell-based, HEK293, membrane potential dye. ACh-evoked depolarization; stronger effect = lower value. B-score at 10 µM. Short transient receptor potential channel 6 (Mus musculus), Q61143. 310,000 compounds, 1.1% hits;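 active = B-score under library mean minus 3 SD, initial fluorescence not abnormally high, positive integrated signal ratio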;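 note: B-score derived from integrated fluorescence ratio over the kinetic read; more negative B-score means stronger inhibition of depolarization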
TRPC4 agonist: activators of mouse TRPC4 channel, primary screen, Fluo4 calcium, HEK293 TRPC4beta/mu-opioid cells; Short transient receptor potential channel 4 (Mus musculus), Q9QUQ5; Fluo4 calcium fluorescence; stronger effect = higher value; B-score at 10 µM; 310,000 compounds, 0.49% hits; AID 2237, 2010;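 active = B-score above 5 SD of library B-scores, and initial fluorescence ratio not above library mean plus 5 SD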;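 note: positive B-score marks a calcium rise read as TRPC4 activation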
Target sequence (Q9QUQ5 whole entry, looked up): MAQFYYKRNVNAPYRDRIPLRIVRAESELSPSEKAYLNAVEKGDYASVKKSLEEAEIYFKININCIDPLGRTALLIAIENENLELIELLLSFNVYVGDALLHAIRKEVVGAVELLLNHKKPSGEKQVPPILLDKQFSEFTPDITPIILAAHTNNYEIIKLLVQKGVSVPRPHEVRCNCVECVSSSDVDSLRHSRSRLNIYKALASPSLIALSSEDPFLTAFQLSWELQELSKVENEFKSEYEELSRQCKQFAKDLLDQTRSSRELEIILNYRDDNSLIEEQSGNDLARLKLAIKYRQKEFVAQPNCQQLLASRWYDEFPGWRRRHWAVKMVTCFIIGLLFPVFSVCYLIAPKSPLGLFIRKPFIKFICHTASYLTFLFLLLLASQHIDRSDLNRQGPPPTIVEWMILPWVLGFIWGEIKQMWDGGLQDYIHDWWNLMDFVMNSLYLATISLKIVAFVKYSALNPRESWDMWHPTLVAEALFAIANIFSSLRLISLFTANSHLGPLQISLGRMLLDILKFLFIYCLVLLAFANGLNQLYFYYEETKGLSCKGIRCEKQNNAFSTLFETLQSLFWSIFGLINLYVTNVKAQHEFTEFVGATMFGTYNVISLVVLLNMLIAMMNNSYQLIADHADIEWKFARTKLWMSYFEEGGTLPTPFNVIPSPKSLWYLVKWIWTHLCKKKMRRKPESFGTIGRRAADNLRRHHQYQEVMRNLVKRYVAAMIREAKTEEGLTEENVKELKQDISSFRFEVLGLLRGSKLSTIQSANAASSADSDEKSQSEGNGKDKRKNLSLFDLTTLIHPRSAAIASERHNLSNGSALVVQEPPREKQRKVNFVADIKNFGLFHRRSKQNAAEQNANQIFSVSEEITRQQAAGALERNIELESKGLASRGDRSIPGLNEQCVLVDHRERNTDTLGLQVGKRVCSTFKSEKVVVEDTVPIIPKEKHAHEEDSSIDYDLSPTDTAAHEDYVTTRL
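Assay system – TRPC4beta and mu-opioid receptor HEK293 stable cells · Measured by – Fluo4 fluorescence, kinetic · Schedule – dye loading 45 min room temperature, 110 s kinetic read · Read-out – B-scored integrated calcium fluorescence ratio · Controls – buffer and maximal DAMGO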
MrgX1 allo act: positive allosteric modulators of MrgX1, primary screen, HEK293 cells, Fluo-4 calcium flux; Mas-related G-protein coupled receptor member X1 (Homo sapiens), Q96LB2; B-score at 10 µM; AID 588675, 2011; FDSS; stronger effect = higher value; 310,000 compounds, 0.63% hits;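 active = plate-corrected calcium response at least 3 library SD above typical, normal starting fluorescence, not activating the receptor alone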;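 note: compound read alongside a low EC10 to EC30 dose of BAM8-22 agonist; peak minus trough fluorescence over baseline measured at the second addition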
TRPC4 block: inhibitors of mouse TRPC4 channel, primary screen, Fluo4 calcium, HEK293 TRPC4beta/mu-opioid cells; Short transient receptor potential channel 4 (Mus musculus), Q9QUQ5; DAMGO-evoked Fluo4 calcium flux; stronger effect = lower value; B-score at 10 µM; 300,000 compounds, 0.39% hits;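 active = B-score over 3 SD under the library average, no early fluorescence shift, positive overall ratio signal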
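Assay system – HEK293 line stably carrying TRPC4beta and mu-opioid receptor · Doses – single dose · Detection – Fluo4 calcium-dye fluorescence, kinetic read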
AI-2 QS mod: Vibrio harveyi AI-2 quorum sensing modulators, primary screen, JMH597 strain, luminescence/OD600 ratio. 300,000 compounds, 0.4% hits. activity change, % at 7.5 µM. Vibrio harveyi JMH597 AI-2 luminescence/OD600 ratio, 9 h; stronger effect = lower value; strain lacks LuxN and CqsS sensors; 0 = neutral-control median; in the data active = activity change below about -75%, passing the limit was not always enough;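 note: luminescence divided by OD600 gain over 9 h not by final OD600 alone; inactives centre near 13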
PolyA inhibitor: polyadenylation inhibitors in yeast reporter cells, primary screen, luminescence, S. cerevisiae | 300,000 compounds, 0.02% hits | calls only at 12 µM | S. cerevisiae SKY197-pL101 polyadenylation reporter, beta-gal luminescence; efflux-impaired pdr1/pdr3 knockout yeast; score 100 = 6 SD above DMSO;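 active = lowest replicate activity score at least 50, where 100 means six control SD above control mean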;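 note: yeast exposed to compound for 9 h at 30 °C; higher score means more reporter readthrough which indicates perturbed polyadenylation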
TRPC4 potent: positive allosteric modulators of TRPC4, primary screen, cell-based, mouse TRPC4beta, HEK293 mu-opioid, Fluo-4 calcium. B-score at 10 µM. 310,000 compounds, 0.42% hits. Short transient receptor potential channel 4 (Mus musculus), Q9QUQ5. DAMGO EC20, Fluo-4 Ca2+ flux; stronger effect = higher value;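 active = B-score of calcium response area above 5 SD of library B-scores, with initial fluorescence ratio within 5 SD of library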;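 note: B-score of integrated fluorescence ratio over time as area under calcium response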
MrgX1 agonist: agonists of human MrgX1 receptor, primary screen, HEK293 cells, Fluo-4 calcium flux; Mas-related G-protein coupled receptor member X1 (Homo sapiens), Q96LB2; Fluo-4 calcium fluorescence, agonist mode; stronger effect = higher value; B-score at 10 µM; 310,000 compounds, 0.44% hits; AID 588627, 2011;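 active = calcium response B-score plate-corrected fluorescence ratio at least 3 library SD, with starting fluorescence B-score inside 5 SD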
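Material – MrgX1-expressing HEK293 cells · Input – 15,000 cells seeded per well · Dosing – compound as first of three additions · Times – overnight seeding, then 1 h dark dye loading · Measured by – kinetic Fluo-4 NW fluorescence of intracellular calcium · Read-out – B-scored fluorescence response ratio · Benchmarks – positive and negative control wells on each plate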
TRPC6 activator: mouse TRPC6 channel activators, primary screen, cell-based, HEK293, membrane potential dye | Short transient receptor potential channel 6 (Mus musculus), Q61143 | B-score at 10 µM | 310,000 compounds, 0.13% hits | HEK293-TRPC6 membrane potential dye fluorescence; stronger effect = higher value;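 active = B-score of the integrated fluorescence ratio above library mean plus 3 SD, and starting fluorescence ratio within library mean plus 5 SD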;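 note: higher score means more depolarization so channel activation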
An asterisk follows results filed as active; i = inactive; · = not tested or not shown. Some of the compounds tested; rates above refer to the full screens.

SMILES | MrgX1 antag | HIF act | TRPC6 inh | TRPC4 agonist | MrgX1 allo act | TRPC4 block | AI-2 QS mod | PolyA inhibitor | TRPC4 potent | MrgX1 agonist | TRPC6 activator
CC(=O)C1=C(O)CCCC1=NCc1nc2ccccc2[nH]1 | i | -0.8 | i | i | i | i | · | i | i | i | i
Cc1csc(N/N=C/c2ccc(O)c([N+](=O)[O-])c2)n1 | -6.01* | 0.7 | i | i | i | i | 15.4 | i | i | i | i
CC1(c2nnc(-c3ccncc3)o2)CC(c2ccc(Cl)cc2)=NO1 (stereo not drawn) | i | -2.0 | i | i | i | i | 11.7 | · | i | i | i
CCCCCn1c(=O)[nH]c2cc(C(=O)Nc3ccc(OC)cc3)ccc2c1=O | i | -0.2 | i | i | i | i | 18.5 | i | i | i | i
CN(C)S(=O)(=O)c1cccc(NC(=O)COc2ccc(C(=O)c3ccccc3)cc2)c1 | i | 0.3 | i | i | i | i | 16.8 | i | i | i | i
O=C(O)COCC(=O)Nc1ccc2c(c1)CCC2 | i | 0.1 | i | i | i | · | 21.3 | i | i | i | i
COc1ccc(S(=O)(=O)NCCOc2ccccc2)cc1C | i | -0.4 | i | i | i | i | 18.7 | i | i | i | i
CC(=O)c1c(C)[nH]c(C(=O)OCC(=O)N(C)c2c(N)n(Cc3ccccc3)c(=O)[nH]c2=O)c1C | i | 0.0 | i | i | i | i | 14.7 | · | i | i | i
CCCC(=O)Nc1ccc(C(=O)NNC(=O)COc2ccc(Br)c(C)c2)cc1 | i | -0.5 | i | i | i | i | 24.1 | i | i | i | i
CC[C@H](C)[C@H](NC(=O)c1ccc(Cl)cc1)C(=O)OCC(=O)c1ccc2c(c1)NC(=O)CO2 | i | 0.3 | i | i | i | i | 17.5 | i | i | i | i
O=C1CC(N2CCSCC2)C(=O)N1c1ccc(Br)cc1 (stereo not drawn) | i | 0.0 | i | i | i | i | -2.0 | i | i | i | i
Cc1ccc(Nc2nc(CSc3nnc(-c4ccccc4C)n3C)cs2)cc1 | i | 0.3 | i | i | i | i | 21.3 | i | i | i | i
O=C1CSC(=NC2CCCCC2)N1 | i | 0.0 | i | i | i | i | 20.9 | i | i | i | i
CCn1c(COc2ccc(=O)n(-c3ccccc3)n2)nnc1SCc1cccc(OC)c1 | i | -0.1 | i | i | i | i | 12.9 | i | i | i | i
Cc1ccnn1Cc1cc(C(=O)O)c2ccccc2n1 | i | 0.1 | i | i | i | i | 7.7 | i | i | i | i
CCOC(=O)c1cc(-c2ccncc2)nc2c1c(C)nn2-c1ccccn1 | i | -0.3 | i | i | i | i | 4.0 | i | i | i | i
CCOc1cc(/C=C2\CCCc3c2nc2ccccc2c3C(=O)O)ccc1OC | i | -0.1 | i | i | i | i | -8.3 | i | i | i | i
COc1ccc(C=Nc2ccc3[nH]ncc3c2)c(O)c1 | i | 0.6 | i | i | i | i | 14.6 | i | i | i | i
CCOc1ccc(C(=O)NCC(=O)OCC(=O)N2C(C)CCCC2C)cc1 (stereo not drawn) | i | -0.2 | i | i | i | i | 4.0 | i | i | i | i
Cc1ccc(NS(=O)(=O)c2ccc(-c3cnc(C4CC4)o3)cc2)cc1 | i | 0.4 | i | i | i | i | -12.1 | i | i | i | i
COCCn1c(=O)[nH]c(=O)c2c1nc(-c1cc(Br)c3c(c1)OCO3)n2Cc1ccccc1 | i | -0.9 | i | i | i | i | 22.2 | i | i | i | i
COc1cccc(C(=O)NCC2(c3ccccc3)CCCC2)c1OC | i | -1.3 | i | i | i | i | -23.0 | i | i | i | i
O=C(COc1ccc(Cl)cc1Br)N1CCN(c2ccccc2)CC1 | i | -0.1 | i | i | i | i | 30.5 | i | i | i | i
N=C1c2ccccc2CN1NC(=O)COc1ccc(Cl)cc1 | i | -0.1 | i | i | i | i | 32.7 | · | i | i | i
COc1ccc(N(CC(=O)NC2CCCC2)C(=O)Cn2nnc(-c3ccc(C)o3)n2)cc1 | · | -8.9 | i | i | · | i | 19.7 | i | i | · | i
COC(=O)c1cc(COC(=O)c2nc3nc(C)cc(C)n3n2)oc1C | i | -1.0 | i | i | i | i | 17.5 | i | i | i | i
CC(=O)c1c(C)[nH]c(C(=O)COC(=O)c2cccc(S(=O)(=O)N(C)c3ccccc3)c2)c1C | i | -0.2 | i | i | i | i | 9.5 | i | i | i | i
CCOC(=O)C1=C(N)OC2=C(C(=O)CC(C)(C)C2)C1c1ccc(CC)s1 (stereo not drawn) | i | 0.0 | i | i | i | i | 14.0 | i | 16* | i | i
Cc1nc(CNC(=O)c2cc(COc3ccc(F)cc3Cl)on2)cs1 | i | -0.1 | i | i | i | i | 14.9 | i | i | i | i
CSc1ccc(C2c3[nH]c4ccccc4c3CCN2C(=O)c2cc(C)n(C)n2)cc1 (stereo not drawn) | i | 4.7 | i | i | i | i | 33.9 | i | i | i | i
CCc1ccc2c(CN(CC)Cc3nc4ccccc4c(=O)[nH]3)cc(=O)oc2c1 | i | 0.0 | i | i | i | i | 7.4 | i | i | i | i
C=CCC1c2cccc(C(=O)OC)c2C(=O)N1c1ccccc1 (stereo not drawn) | i | -0.2 | i | i | i | i | 11.2 | i | i | i | i
COc1cccc(-c2cc(C(=O)NCc3cccs3)no2)c1 | i | 2.8 | i | i | i | i | -9.5 | i | i | i | i
Cc1ccccc1C(=O)Oc1ccc(Sc2ccc(O)cc2)cc1 | i | 0.4 | i | i | i | i | -38.2 | i | i | i | i
O=C(CC1Sc2ncnn2C1=O)Nc1ccccc1 (stereo not drawn) | i | 0.4 | i | i | i | i | 18.2 | i | i | i | i
CCOC(=O)N1CCN(C(=O)CN(c2ccc(OC)cc2)S(C)(=O)=O)CC1 | i | -0.2 | i | i | i | i | 30.1 | i | i | i | i
COc1cccc(OC)c1C(=O)Nc1nnc(C(C)C)s1 | i | -0.3 | i | i | i | i | 27.6 | i | i | i | i
O=C1COc2ccc3ccccc3c21 | i | 0.6 | i | i | i | i | 19.6 | i | i | i | i
C=C(C)CNC(=O)c1ccc(OC2CCN(S(=O)(=O)N(C)C)CC2)cc1 | i | 2.2 | i | i | i | i | 27.3 | i | i | i | i
CC(C)n1c(N2CCN(C(=O)NCc3ccccc3)CC2)nc2ccccc21 | i | 0.3 | i | i | i | i | 37.3 | i | i | i | i
COc1cc(F)c(C(=O)NC(C)(C)CO)cc1OC | i | -0.3 | i | i | i | i | 13.8 | i | i | i | i
COc1ccc(S(=O)(=O)NCC2CCCN(C(=O)c3cccnc3C)C2)cc1 (stereo not drawn) | i | 0.5 | i | i | i | i | 17.0 | i | i | i | i
Cc1ccc(N2C(=O)c3ccccc3C2=O)cc1C | i | 0.3 | i | i | i | i | 32.7 | i | i | i | i
Cc1ccc(/C=C/C(=O)Nc2cccc3cccnc23)o1 | i | 0.5 | i | i | i | i | 20.8 | i | i | i | i
COC(=O)c1cccc(NC(=S)NC(C)C)c1 | i | 1.0 | i | i | i | i | 39.4 | i | i | i | i
CCNC(=S)N(CCc1c(C)[nH]c2ccc(Cl)cc12)Cc1cccnc1 | i | 0.6 | -5.83* | i | i | i | 12.7 | i | i | i | i
Nc1cc(Nc2ccccc2)c2nonc2c1[N+](=O)[O-] | i | -39.2 | i | i | i | i | 39.9 | i | i | i | i
CS(=O)(=O)c1ccc(C(=O)NCC(c2ccco2)N2CCCCC2)cc1 (stereo not drawn) | i | -0.8 | i | i | i | i | 11.9 | i | i | i | i
CCOC(=O)C1=C(CS(=O)(=O)c2ccccc2)NC(=O)NC1c1ccccc1 (stereo not drawn) | i | -1.0 | i | i | i | i | 20.0 | i | i | i | i
COc1ccccc1N(CC(=O)NC1CCCCC1)S(=O)(=O)c1ccccc1 | i | -0.4 | -5.1* | i | i | i | 29.0 | i | i | i | i
O=S(=O)(c1cc(F)ccc1F)N1CCC2(CC1)OCCN2S(=O)(=O)c1ccccc1 | i | -0.5 | i | i | i | i | -3.5 | i | i | i | i
CC(=O)N(C)c1nc(N)n(-c2ccccc2)n1 | i | 0.1 | i | i | i | i | 1.4 | i | i | i | i
CN(C(=O)COC(=O)c1ccc([N+](=O)[O-])cc1Cl)C1CCCCC1 | i | -0.1 | i | i | i | i | 17.0 | i | i | i | i
COC(=O)c1c(NC(=O)CN(c2ccc(C)c(C)c2)S(C)(=O)=O)sc2c1CCCC2 | i | -0.6 | i | i | 11.7* | i | 46.6 | i | i | i | i
Cc1cccn2c(CNCC(C)Oc3cccnc3)c(C(=O)N3CCOCC3)nc12 (stereo not drawn) | i | 0.4 | i | i | i | i | 3.7 | i | i | i | i
COc1ccc(CCNC(=O)COc2ccc(S(=O)(=O)NC3CCCCC3)cc2Cl)cc1OC | i | 0.4 | i | i | i | i | 29.5 | i | i | i | i
C=CCn1c(C)nnc1SCC(=O)NC1CCCCC1 | i | 0.4 | i | i | i | i | 9.6 | i | i | i | i
Cc1ccc(NC(=O)C2(c3ccccc3)CCOCC2)cc1 | i | 0.2 | i | i | i | i | 8.2 | i | i | i | i
CC(C)=Cc1oc2ccc([N+](=O)[O-])cc2c1N1CCOCC1 | i | -0.5 | i | i | i | i | 2.6 | i | i | i | i

Screening data (PubChem)
